Source: PubChem BioAssay (National Center for Advancing Translational Sciences (NCATS))
ERG-DNA inh: qHTS for Small Molecule Inhibitors of the ERG Ets/DNA interaction | 370,000 tested, 0.028% active | fluorescence polarization, His-ERG Ets domain / labelled DNA | Potency, µM (top dose mostly 76.9 µM), inactives show at the highest dose FP activity, negative = inhibition, most hits filed as inhibitors | Transcriptional regulator ERG (Homo sapiens), P11308; active = well fitted inhibition curve with a large enough effect in the polarisation, with a control signal flat; inconclusive = small, poorly fitted or top-dose-only effect, or effect the other way, or a change in a side signal; inactive = no such curve, though single readings can be large or run the other way; the % refers to the polarisation;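 note: polarization taken with two DNA probes labelled with fluorescein and Texas red; % of control where 0% means no effect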
Target sequence (P11308 whole entry, looked up, the tested form may be a part): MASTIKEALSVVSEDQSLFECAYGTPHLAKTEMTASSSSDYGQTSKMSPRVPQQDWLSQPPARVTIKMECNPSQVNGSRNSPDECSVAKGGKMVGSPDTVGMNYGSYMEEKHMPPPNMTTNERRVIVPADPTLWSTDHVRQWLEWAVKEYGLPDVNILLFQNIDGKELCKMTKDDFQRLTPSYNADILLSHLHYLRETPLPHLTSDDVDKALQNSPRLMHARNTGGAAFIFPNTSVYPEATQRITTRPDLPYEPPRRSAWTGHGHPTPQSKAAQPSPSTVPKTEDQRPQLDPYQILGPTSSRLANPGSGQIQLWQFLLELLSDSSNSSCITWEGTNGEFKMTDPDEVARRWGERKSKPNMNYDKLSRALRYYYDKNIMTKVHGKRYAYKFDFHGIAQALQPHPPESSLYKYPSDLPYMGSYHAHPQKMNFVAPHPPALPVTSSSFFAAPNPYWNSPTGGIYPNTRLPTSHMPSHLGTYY
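His-tagged ERG Ets domain (1 uM in the protein solution; 300mM KCl, 50mM Tris-HCl, 1mM EDTA, 1mM DTT, pH 7.5) received compound, then a probe mix of 5 nM fluorescein-DNA and 100nM Texas-615-DNA. Fluorescence polarization was read for both dyes.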
Tb PGK inh: qHTS Assay to Find Inhibitors of Phosphoglycerate Kinase. Phosphoglycerate kinase, glycosomal (Trypanosoma brucei brucei), P07378. PGK/GAPDH coupled, Kinase-Glo luminescence, 60 min. Potency, µM (top dose mostly 57.5 µM), inactives show at the highest dose activity change, negative = inhibition, most hits filed as inhibitors. 380,000 tested, 0.043% active. AID 602233, 2012; note: % is set by controls: 0 for no effect and ±100 for the full control effect; nearly all actives have a fitted effect of over 60% in size
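Luminescent ATP detection (Kinase-Glo Plus) follows a 60-minute room-temperature incubation, with wells lacking PGK as controls. Buffer: 100 mM TEA (pH 7.6), 5 mM MgCl2, 0.01% Tween-20. Coupling enzyme GAPDH (100 nM final) supplies unstable 1,3-BPG in-well.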
JMJD2A Tudor: qHTS Assay for Inhibitors of JMJD2A-Tudor Domain; Lysine-specific demethylase 4A (Homo sapiens), O75164; AlphaScreen JMJD2A-Tudor / H3K4me3 peptide binding; Potency, µM (highest dose often 114 µM), inactives show at the highest dose activity change, negative = inhibition, actives largely listed as inhibitors; 390,000 tested, 4.4% active; note: % is set by controls: 0 for no effect and ±100 for the full control effect; nearly all actives have a fitted effect of over 50% in size
Pin1 inhibitor: qHTS Assay to Find Inhibitors of Pin1; Peptidyl-prolyl cis-trans isomerase NIMA-interacting 1 (Homo sapiens), Q13526; Pin1 FP peptide displacement, HiFluor488, 10 min; 390,000 tested, 0.009% active; Potency, µM (highest dose often 115 µM), inactives show at the highest dose activity, negative = inhibition, usual class: inhibitors; active = well fitted inhibition curve with a large enough effect in the polarisation, with a control signal flat, not every such curve was filed as active; inconclusive = small, poorly fitted or top-dose-only effect, or effect the other way, or a change in a side signal; inactive = no such curve, though single readings can be large or run the other way; the % refers to the polarisation; note: % is set by controls: 0 for no effect and ±100 for the full control effect
ALOX12 inh: Primary qHTS assay for inhibitors of human arachidonate 12S-lipoxygenase (ALOX12): Round 2; Polyunsaturated fatty acid lipoxygenase ALOX12 (Homo sapiens), P18054; purified 12hLO, xylenol orange hydroperoxide absorbance; Potency, µM (highest dose often 108 µM), for the others: at the highest dose activity change, negative = inhibition, actives largely listed as inhibitors; 580,000 tested, 1.1% active; note: % is set by controls: 0 for no effect and ±100 for the full control effect
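Purified human 12hLO (150 nM final) in 25 mM Hepes, 0.01% Triton X-100, pH 7.0 was preincubated 15 min at room temperature with compound. Then 40 uM arachidonic acid was added, 30 min. Hydroperoxide was read by Fe-XO absorbance ratio 573/405 nm.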
GLS inhibitor: qHTS for Inhibitors of Glutaminase (GLS); Glutaminase kidney isoform, mitochondrial (Homo sapiens), O94925; GLS enzymatic activity, qHTS titration; Potency, µM (top dose mostly 45.5 µM), for inactives: top-dose activity change, negative = inhibition, hits mostly inhibitors; 410,000 tested, 0.21% active; AID 624170, 2012; note: % is set by controls: 0 for no effect and ±100 for the full control effect
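Read-out is an Amplex red fluorescence increase coupled through glutamate oxidase and HRP, measured before and after 30 min room-temperature incubation. hKGA is in 45 mM KH2PO4 (pH 8.2) with 0.02% Tween-20; glutamine added as 1mM solution.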
rTrxR1 inhibitor: qHTS Assay for Inhibitors of Mammalian Selenoprotein Thioredoxin Reductase 1 (TrxR1): qHTS; Thioredoxin reductase 1, cytoplasmic (Rattus norvegicus), O89049; recombinant rTrxR1, NADPH fluorescence consumption, selenite substrate; Potency, µM (titrated, usually from 114 µM), inactives show at the highest dose activity change, negative = inhibition, most hits filed as inhibitors; 390,000 tested, 1% active; AID 588453, 2011; note: % is set by controls: 0 for no effect and ±100 for the full control effect; nearly all actives have a fitted effect of over 65% in size
Target sequence (O89049 whole entry, looked up): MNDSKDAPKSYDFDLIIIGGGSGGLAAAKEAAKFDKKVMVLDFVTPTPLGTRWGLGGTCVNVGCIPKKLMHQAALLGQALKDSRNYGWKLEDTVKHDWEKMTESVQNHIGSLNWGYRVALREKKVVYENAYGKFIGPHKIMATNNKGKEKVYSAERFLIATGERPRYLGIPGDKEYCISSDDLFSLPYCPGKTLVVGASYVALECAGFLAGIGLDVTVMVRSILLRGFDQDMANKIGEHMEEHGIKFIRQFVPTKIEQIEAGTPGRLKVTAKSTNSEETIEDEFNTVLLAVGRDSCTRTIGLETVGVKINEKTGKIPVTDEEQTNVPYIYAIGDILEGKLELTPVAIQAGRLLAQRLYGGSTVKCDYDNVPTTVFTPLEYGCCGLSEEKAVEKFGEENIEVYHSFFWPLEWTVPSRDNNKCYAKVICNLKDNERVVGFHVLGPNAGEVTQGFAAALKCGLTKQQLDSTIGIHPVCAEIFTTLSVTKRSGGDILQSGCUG
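Rat TrxR1 (90 nM in the dispensed reagent) was pre-reduced with 400 uM NADPH for 5 min at room temperature, then incubated with compound for 15 min. After 400 uM selenite was added, NADPH fluorescence (Ex 340/Em 450 nm) was followed for 8 min.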
HP1b binding inh: HTS for Inhibitors of HP1-beta Chromodomain Interactions with Methylated Histone Tails. AID 540317, 2011. 390,000 tested, 0.56% active. AlphaScreen HP1-beta / biotin-H3K9me3 peptide binding. Potency, µM (top dose mostly 114 µM), without a hit: top-dose activity change, negative = inhibition, hits mostly inhibitors; note: nearly all actives have a fitted effect of over 70% in size; inactives centre near 23
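AlphaScreen: HP1-beta (50 nM) preformed 30 min with biotin-H3(1-18)K9me3 peptide (50 nM) in PBS pH 7.4, 0.01% Tween-20. Compound added for 30 min at RT, then streptavidin donor/nickel chelate acceptor beads (10 ug/mL) for 30 min.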
RGS4 inh: Inhibitors of Regulator of G Protein Signaling (RGS) 4: qHTS | Regulator of G-protein signaling 4 (Homo sapiens), P49798 | Transcreener GDP fluorescence polarization, RGS4-accelerated GTP hydrolysis | Potency, µM (top dose mostly 114 µM), inactives show at the top dose activity change, negative = inhibition, actives largely listed as inhibitors | 390,000 tested, 0.039% active | AID 504845, 2011; note: % is set by controls: 0 for no effect and ±100 for the full control effect; nearly all actives have a fitted effect of over 75% in size; some results filed as inactive show a strong effect at the top dose
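MLSMR compounds (23 nl, pin-transferred) preincubated 10 min at room temperature with a 500nM (2x) first reagent, then RGS4 at 900nM (2x) plus Transcreener GDP mix added; fluorescence polarization (620/688 nm) read before and after 90 min at 30 °C.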
The depositor's hits bear a star; i = inactive; ? = inconclusive; nt = not tested or not shown; [ ] = another dose, or the depositor's remark. Unless noted, calls come from the whole dose curve; as a rule, active = well fitted curve in the direction sought with a large enough effect; inconclusive = small, poorly fitted or top-dose-only effect, or another doubt; inactive = no such curve, though single readings can be large; an effect the other way counts as inactive or inconclusive. Potency is the fitted concentration of half-maximal effect. Not all compounds are listed; count on the stated rates, not on these rows.

smiles,ERG-DNA inh,Tb PGK inh,JMJD2A Tudor,Pin1 inhibitor,ALOX12 inh,GLS inhibitor,rTrxR1 inhibitor,HP1b binding inh,RGS4 inh
COc1ccc2nc(N(Cc3cccnc3)C(=O)c3ccc(Cl)cc3)sc2c1,0%,-8%,-13%,-4%,5%,-1%,10%[57.1 µM],9%,-7%
CCN(CC)S(=O)(=O)c1ccc(OC)c(NC(=O)CSc2cc(Cl)ccc2Cl)c1,-2%,1%,-4%,17%,-1%,-1%,-5%,49%[activator],-4%
CCS(=O)(=O)N1CCC(C(=O)NCCc2ccccc2)CC1,nt,1%,-3%,6%,22%,-1%,16%,27%,7%
COc1ccc(-n2c(COc3ccccc3)nnc2SCC(N)=O)cc1,-4%,-3%,-32%,3%,-13%,0%,18%,48%[activator],-48%
CCOC(=O)c1c(NC(=O)CCN2CCOCC2)sc(C)c1-c1ccccc1,5%,-4%,?,0%,1%,-1%,19%,0%,-8%
O=C(O)CC(CN1C(=O)c2ccccc2C1=O)c1ccccc1 (centres undefined),-3%,3%,-21%,-11%,0%,3%,30%,-15%,15%
CCC(CO)Oc1cc(NCc2ccc(Cl)cc2)c2ncn(C(C)C)c2c1 (centres undefined),-1%,-1%,50µM*,1%,-17%,-3%,-2%,-21%,-11%
CN1CCN(S(=O)(=O)c2cccc(C(=O)Nc3ccccc3N3CCOCC3)c2)CC1,-5%,7%,-10%,3%,-2%,-2%,14%,37%,22%

smiles,ERG-DNA inh,Tb PGK inh,JMJD2A Tudor,Pin1 inhibitor,ALOX12 inh,GLS inhibitor,rTrxR1 inhibitor,HP1b binding inh,RGS4 inh
O=C(Nc1ccc(C(=O)O)cc1)/C(=C\c1cccc([N+](=O)[O-])c1)NC(=O)c1ccc(Br)o1,?,i,-8%,-4%,-2%,3%,8%[57.1 µM],15%,-35%
C[C@H](NC(=O)c1[nH]cnc1C(=O)Nc1ccc(CNC(=O)OC(C)(C)C)cc1)C(=O)OCc1ccccc1,-9%,-5%,-24%,-1%,7%,-2%,20%,22%,7%
O=C1CCCN1c1ccc(S(=O)(=O)NCc2ccc(F)cc2)cc1,13%,-1%,-1%,-2%,-10%,-13%,-6%,31%,-18%
COc1ccc2c(c1)CCCC21NC(=O)N(CC(=O)N2CC(C)OC(C)C2)C1=O (centres undefined),-2%,6%,-4%,2%,5%,1%,10%,41%[activator],6%
CC(C)Oc1ccc(NC(=O)c2ccncc2)cc1,0%,-11%,-6%[57.1 µM],-9%,-26%,-9%,11%[57.1 µM],54%[activator],8%[11.4 µM]
Cc1cc(C)c(C)c(S(=O)(=O)N2C(=S)NC(=O)C2C(C)C)c1C (centres undefined),-9%,-2%,-26%,3%,?,8%,-5%[57.1 µM],?,?
CCN(CC)S(=O)(=O)c1ccc(N2C(=O)Nc3ccccc3N2O)cc1,-25%,-9%,-10%[57.1 µM],4%,-28%,-4%,-9%,69%[activator],-24%
CCn1c(CC(=O)Nc2ccc(C)cc2)nnc1SCC(=O)NCCc1ccccc1,1%,3%,-3%,1%,7%,3%,14%,29%,23%

smiles,ERG-DNA inh,Tb PGK inh,JMJD2A Tudor,Pin1 inhibitor,ALOX12 inh,GLS inhibitor,rTrxR1 inhibitor,HP1b binding inh,RGS4 inh
C[C@H](CO)N1C[C@H](C)[C@@H](CN(C)S(=O)(=O)c2ccc(F)cc2)Oc2ccc(NC(=O)NC3CCCCC3)cc2C1=O,0%,-10%,-8%,-2%,0%,-7%,1%,45%[activator],-9%
COc1cc(C(=O)N2C(=O)c3cccc(N)c3C2=O)cc(OC)c1OC,-3%,8%,-13%,-3%,0%,0%,4%[57.1 µM],6%,-3%
N#Cc1ccccc1S(=O)(=O)N1CCN(C(=O)C2COc3ccccc3O2)CC1 (centres undefined),9%[15.4 µM],-12%,?,-11%,188%[activator],-4%,-35%,?,-17%
COc1ccc(OC)c(-c2cc(C(=O)Nc3c(C)nn(Cc4ccc(Cl)cc4)c3C)no2)c1,-3%,-4%,-19%,-2%,?,-1%,2%,18%,15%
CCN(CC)C(C)C(=O)NCC1(c2ccccc2)CCOCC1 (centres undefined),-1%,-8%,-10%,-1%,0%,-6%,8%,22%,6%
O=C(Cc1ccccc1)NCC(=O)N/N=C/c1cccnc1,8%,3%,-4%,-3%,153%[activator],5%,1%[57.1 µM],3%,-16%
CN(C)CCNC(=O)C(=O)NCC1OCCN1S(=O)(=O)c1ccc2c(c1)OCCO2 (centres undefined),7%,6%,-11%,-1%,1%,-1%,24%,40%[activator],4%
O=C(N/N=C/c1cc([N+](=O)[O-])ccc1O)c1ccc(COc2ccc3c(c2)CCC3)o1,-8%,0%,?,14%,?,-4%,7%,?,-14%

smiles,ERG-DNA inh,Tb PGK inh,JMJD2A Tudor,Pin1 inhibitor,ALOX12 inh,GLS inhibitor,rTrxR1 inhibitor,HP1b binding inh,RGS4 inh
CC1(C)c2ccccc2N2CC(=O)N[C@@]21/C=C/C=C/c1ccccc1,15%,i,-6%,-9%,?,-5%,8%[57.1 µM],11%,-12%
CCOC(=O)c1cnc(-c2ccccc2)nc1N(C)C,6%,i,15%,-1%,8%,4%,6%[57.1 µM],35%[activator],5%
CCOc1ccc(-c2cccc(NS(=O)(=O)c3ccc(F)cc3F)c2)nn1,0%,-1%,-17%,?,-18%,-8%,18%[57.1 µM],16%[57 µM],-24%
CC1=C(C#N)C(=O)NC(C)(C)C1,-13%,-2%,-1%,?,450%[activator],-3%,7%,37%,-1%
Cc1cccc(CSCC(=O)NCc2ccc(S(N)(=O)=O)cc2)c1,-7%,0%,-7%,-3%,-3%,-11%,13%[57.1 µM],34%,9%
CN(C)C(CNc1ccc([N+](=O)[O-])cc1C#N)c1ccccc1 (centres undefined),0%,i,-30%,-1%,10%,0%,11%[57.1 µM],-7%,-39%
CC(C)NC(=O)Nc1cccc2c1O[C@H](CN(C)C(=O)Nc1ccccc1)[C@@H](C)CN([C@H](C)CO)C2=O,9%,-1%,-9%,-2%,7%,-6%,16%[57.1 µM],26%,16%
CCCC1C2CN(C(C)=O)CC=C2C(C#N)=C(N)C1(C#N)C#N (centres undefined),1%,-2%,-9%,?,0%,3%,-6%[57.1 µM],57%[activator],-42%

smiles,ERG-DNA inh,Tb PGK inh,JMJD2A Tudor,Pin1 inhibitor,ALOX12 inh,GLS inhibitor,rTrxR1 inhibitor,HP1b binding inh,RGS4 inh
CCOc1ccc(N(C)C(=O)CCc2nnc3ccc(N4CCC5(CC4)OCCO5)nn23)cc1,-2%,5%,-8%,6%,-6%,2%,2%,29%,9%[11.4 µM]
CC(=O)[C@H]1CC[C@H]2[C@@H]3C=CC4=CC(=O)CC[C@@]4(C)[C@@H]3CC[C@]12C,4%,7%,-19%,2%,-28%,17%,2%,23%,13%
CCC(C)C(=O)Nc1c2c(nc3c1CCC3)CCCC2 (centres undefined),-1%,-1%,-6%,0%,9%,15%,-2%,18%,12%
Cc1c(C(=O)NCc2n[nH]c(=S)n2-c2ccc(F)cc2)cccc1[N+](=O)[O-],7%,0%,40µM*,-2%,-1%,-5%,-4%,52%[activator],-13%
O=C(N/N=C\c1ccoc1)c1ccco1,2%,1%,-4%,1%,13%,6%,-4%,23%,37%
CCOC(=O)C1CCN(C(=O)Cc2c(C(=O)O)n(C)c3ccccc23)CC1,-3%,3%,-9%,-18%,-3%,22%,-24%,12%,28%
CCN(c1ccc(OC)cc1)S(=O)(=O)c1ccc2c(c1)CC(C)N2C(=O)C1CC1 (centres undefined),-6%,-3%,5%,1%,-9%,0%,19%,27%,-2%
c1csc(-c2noc(COc3ccc4c(c3)CCCC4)n2)c1,0%,7%,242%[activator],1%,0%,-2%,2%,349%[activator],-20%

smiles,ERG-DNA inh,Tb PGK inh,JMJD2A Tudor,Pin1 inhibitor,ALOX12 inh,GLS inhibitor,rTrxR1 inhibitor,HP1b binding inh,RGS4 inh
CCCCOc1cccc(C(=O)Nc2cccc(-c3nc4ncccc4o3)c2C)c1,-6%,-9%,-15%,13%,-13%,8%,4%,12%,-1%
Cc1cccn2c(NC(=O)c3ccccc3F)c(-c3ccccc3)nc12,7%,-10%,-14%,1%,0%,2%,6%,26%,6%
CCOC(=O)C1=C(CC)OC(N)=C(C#N)C1c1ccc(OC)c(C)c1OC (centres undefined),1%,-5%,-22%,-11%,-6%,17%,-16%,9%,6%
CNC(=S)N(CCc1cccc(C)c1)Cc1cc2cc(OC)c(OC)cc2[nH]c1=O,-1%,1%,-22%,0%,?,7%,-3%,19%,-30%
CCOC(=O)c1cnc2c(c(C)nn2C)c1Oc1cc(Cl)cc(Cl)c1,-1%,-6%,8%,2%,0%,-10%,18%[57.1 µM],47%[activator],-24%
